H9c2 TAG inh – inhibitors of triacylglycerol accumulation, primary screen, cell-based, uHTS, fluorescence, H9c2 | H9c2 cells, Nile Red lipid (TAG) fluorescence; cells loaded with 200 µM oleic acid | inhibition, % at 12.5 µM | 230,000 compounds, 0.66% hits | AID 651582, 2012;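 active means pattern-corrected inhibition of lipid staining of at least 50% with the nuclear-stain viability signal not falling by more than 50%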;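 further: 0% = DMSO wells and 100% = triacsin C control wells; some results filed as inactive read as strong as hits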
H9c2 TAG inh DAPI viability – recorded beside H9c2 TAG inh, whose call it bears; DAPI nuclei signal change (viability), lower = more cytotoxic, %;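 whole-well DAPI fluorescence read on a plate reader as a viability signal; minus 50 percent equals half of cells still viable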
Active calls of the source: *. This is a subset; rates above refer to the full screens.

nr	SMILES	H9c2 TAG inh DAPI viability	H9c2 TAG inh
1	Cc1ccccc1C(=O)Nc1cccc(C(=O)N/N=C/c2cc(Cl)cc([N+](=O)[O-])c2O)c1	-9	12
2	C[C@@]12C(=O)N(c3cccc(Br)c3)C(=O)N1[C@H](c1ccc(Cl)cc1)[C@@H]1C(=O)N(C3CCCCC3)C(=O)[C@@H]12	-3	2
3	COc1cc(C)c(Cl)c(C)c1S(=O)(=O)NC1CC(C)(C)NC(C)(C)C1	-3	19
4	CC(=O)NC(C)(CC(=O)c1ccccc1)c1ccccc1 (configuration not stated)	-5	-1
5	CC(=O)C1=C(O)C(=O)N(c2ccc(Br)cn2)C1c1ccc(F)cc1 (configuration not stated)	27	-3
6	CCCCn1c(N)c(N(CCOC)C(=O)c2oc3c(Cl)cccc3c2C)c(=O)[nH]c1=O	3	-2
7	CSc1nc2cc(Cl)ccc2s1	18	-18
8	O=C(Oc1ccc(Cl)cc1)c1ccc2nccnc2c1	5	9
9	CC(=O)Nc1ccc(S(=O)(=O)NCCC(=O)OCC(=O)c2cc(C)ccc2C)cc1	4	-7
10	CCNC(=S)N1CCc2cc(OC)c(OC)cc2C1COc1ccc(F)cc1 (configuration not stated)	-3	20
11	O=[N+]([O-])c1cc(S(=O)(=O)Nc2cccc(Cl)c2)ccc1N=Nc1c(O)[nH]c2ccccc12	6	7
12	COc1ccc(CN(C(=O)c2ccccc2Br)C2CCS(=O)(=O)C2)cc1 (configuration not stated)	-1	-5
13	COc1cc(NC(=O)CN2CCN(c3ccccc3F)CC2)cc(OC)c1	-1	8
14	CCOC(=O)N1CCN(CCC(=O)Nc2cccc(Br)c2)CC1	-5	7
15	CC1CC(C)(C)NC(=S)N1CCCC(=O)Nc1ccc(Br)cc1 (configuration not stated)	-8	-17
16	O=C(/C=N/O)Nc1ccc2sc3ccccc3c2c1	12	5
17	Cc1cccc(C)c1N=Nc1c(C)cc(O)cc1C	-8	16
18	Cn1c(N2CCOCC2)c(/C=N/O)c2ccccc21	-9	9
19	O=C(NCCc1ccccn1)c1cccc(S(=O)(=O)N2CCCCCC2)c1	3	-20
20	O=C(c1ccccc1F)N1CCC(N2CCCCCC2)CC1	-3	-1
21	Cc1cccc(NS(=O)(=O)c2ccc(C)c(C(=O)NC3CCN(Cc4ccccc4)CC3)c2)c1	5	-12
22	CC(=O)N1CCCC(C)(C(=O)Nc2cccc(OC(C)C)c2)C1 (configuration not stated)	7	-14
23	CC(=O)c1sc(NC(=O)C2COc3ccccc3O2)nc1C (configuration not stated)	-10	2
24	Cc1cc(NC(=O)Nc2ccc(F)cc2F)n(C)n1	8	-11
25	Cc1ccc(S(=O)(=O)NCC(c2ccc3c(c2)OCO3)N2CCOCC2)cc1 (configuration not stated)	6	-7
26	Cc1noc(C)c1COc1ccc(C(=O)N2CCN(S(=O)(=O)c3ccc(Cl)cc3)CC2)cc1	-9	25
27	COc1ccc(C(=O)N/N=C/c2sc(=O)n(Cc3cccc(C(=O)O)c3)c2Cl)cc1	-6	2
28	CCCCN(C(=O)CSc1nnc2ccccn12)c1c(N)n(Cc2ccccc2)c(=O)[nH]c1=O	8	4
29	N#CCC(=O)Nc1ccc(C(=O)OCC(=O)NNC(=O)c2ccc(Cl)cc2)cc1	6	-7
30	CC(C)CNC(=O)c1noc2c1CCCC2	3	4
31	CSc1nc(N(C)NC(=O)c2ccccc2)c2ccccc2n1	-35*	57*
32	CCc1nnc(NC(=O)Cc2ccc(OCc3c(C)noc3C)cc2)s1	-8	13
33	CCN(CC)CCNCc1cc(Cl)c(OCC(=O)Nc2ccccc2)c(OC)c1	7	13
34	CN(Cc1ccco1)C(=O)Cn1nc(-c2ccc(Cl)cc2)ccc1=O	6	-4
35	O=C(O)c1cc(S(=O)(=O)NCC2CCCO2)ccc1Cl (configuration not stated)	-11	-2
36	CC1(C(=O)N2CCN(C(=O)c3ccco3)CC2)CCN1Cc1ccccc1OC(F)F (configuration not stated)	8	-18
37	CC(C)CCN(N=O)[C@@H](Cc1ccccc1)CN(N=O)[C@@H](Cc1ccccc1)CN(C)N=O	0	5
38	C[C@H](CO)N1C[C@H](C)[C@H](CN(C)C(=O)Nc2ccc(C(F)(F)F)cc2)Oc2ncc(Br)cc2C1=O	19	-6
39	CCN(CC)C1CCN(c2nc3nonc3nc2NCCOC)C1 (configuration not stated)	8	-3
40	O=C(Nc1cc(Cl)cc(Cl)c1)N1CCCN(Cc2ccccc2)CC1	7	-10
41	CCc1sc(C(=O)N(CCCOC)c2c(N)n(CC(C)C)c(=O)[nH]c2=O)cc1C	25	0
42	CC1CCCCC12NC(=O)N(CC(=O)OCC(=O)NC(=O)c1ccccc1)C2=O (configuration not stated)	-1	-9
43	O=C1OC(Nc2ccc(Br)cn2)c2ccccc21 (configuration not stated)	-1	-2
44	CCOC(=O)C(NCc1ccccc1OC)(NC(=O)CC)C(F)(F)F (configuration not stated)	3	21
45	COc1ccc(OCCC(=O)OCC(=O)NCCC2=CCCCC2)cc1	-1	-2
46	NC1=NC2(CCCCCC2)n2c(nc3ccccc32)N1	8	-2
47	COc1cc(Cl)c(C)cc1NC(=O)c1ccc2c(c1)OCO2	-2	-11
48	CCn1c(/N=C/c2ccc(OC)cc2O)nc2ccccc21	-2	8

Some of these compounds in order of SMILES length, descending:
nr	SMILES	H9c2 TAG inh DAPI viability	H9c2 TAG inh
38	C[C@H](CO)N1C[C@H](C)[C@H](CN(C)C(=O)Nc2ccc(C(F)(F)F)cc2)Oc2ncc(Br)cc2C1=O	19	-6
44	CCOC(=O)C(NCc1ccccc1OC)(NC(=O)CC)C(F)(F)F (configuration not stated)	3	21
43	O=C1OC(Nc2ccc(Br)cn2)c2ccccc21 (configuration not stated)	-1	-2

Later entries:
nr	SMILES	H9c2 TAG inh DAPI viability	H9c2 TAG inh
49	COc1ccc(CCNc2ncnc3c2nnn3Cc2ccccc2)cc1	-2	-6
50	O=C(O)C1C=CC(C(=O)O)c2ccccc21 (configuration not stated)	5	-1
51	COc1ccccc1NC(=O)Cc1nc(=O)[nH]c(=O)[nH]1	0	10
52	CN(C(=O)C1CCOC1)c1nnc(C2CCOC2)s1 (configuration not stated)	-2	-5
53	CN1CCN(C(=O)C2CCCCC2C(=O)O)CC1 (configuration not stated)	-4	3
54	O=C1C2CC=C(Cl)CC2C(=O)N1c1ncn[nH]1 (configuration not stated)	-11	16
55	CCOC(=O)C1(P(=O)(c2ccc(Cl)cc2)c2ccc(Cl)cc2)CCC1	1	9
56	O=C(c1ccc(Cl)cc1)C1CCCN(Cc2ccc(Oc3ncccn3)cc2)C1 (configuration not stated)	1	12
57	O=S(=O)(Nc1nc2ccccc2nc1NCCO)c1cccc(Cl)c1	-1	-4
58	C/C(N)=C(/C#N)C(=O)CSc1nn(-c2ccc(Cl)cc2)c(=S)s1	5	-19
59	CNC[C@H](CC1CCCCC1)NC[C@H](Cc1ccccc1)NCCC12CC3CC(CC(C3)C1)C2	-69	139
60	C=CCc1cc(C=O)cc(OC)c1OCc1ccc(Cl)cc1	-1	-20
61	O=C(CSc1nccn1-c1ccccc1)c1ccc(Br)cc1	-11	-4
62	COc1ccc(NS(=O)(=O)c2ccc(NC(=O)C(CCSC)NC(N)=O)cc2)cc1 (configuration not stated)	-3	-3
63	Cc1ccc(C(c2sc3ncnn3c2O)N2CC(C)CC(C)C2)cc1 (configuration not stated)	14	5
64	COc1ccc(N(C(=O)C2CSC(=O)C2)C(C(=O)NC(C)(C)C)c2ccncc2)cc1 (configuration not stated)	-1	3
65	C[C@H](CO)N1C[C@H](C)[C@@H](CN(C)CC2CC2)Oc2c(NS(=O)(=O)c3ccc(F)cc3)cccc2C1=O	-8	-7
66	CC(C)N(C(=O)Cn1c(Cl)nc2ccccc21)C(C)C	1	-3
67	O=C(NCCO)c1nc2ccccc2s1	-2	15
68	Cc1cc(C)c2oc(C(=O)Nc3ccc(S(=O)(=O)N4CCCC(C)C4)cc3)cc(=O)c2c1 (configuration not stated)	10	-5
69	NC(=O)NC(=O)COC(=O)CCCc1c[nH]c2ccccc12	2	-10
70	C=CCNC(=O)c1onc(CS(=O)(=O)c2cc(C)cc(C)c2)c1C(=O)NCC=C	2	7
71	COc1cc(CN2CCCC(C(=O)Nc3cccc(-n4cccn4)c3)C2)ccc1F (configuration not stated)	8	16
72	Cc1ccc(NC(=O)CN(C)C(=O)c2sc3cc(Cl)ccc3c2Cl)cc1	1	-8

Entries of single compounds as entered above. Order of values: H9c2 TAG inh DAPI viability | H9c2 TAG inh
Shown for `COc1ccc(N(C(=O)C2CSC(=O)C2)C(C(=O)NC(C)(C)C)c2ccncc2)cc1` (configuration not stated) = -1 | 3
Shown for `Cc1cc(C)c2oc(C(=O)Nc3ccc(S(=O)(=O)N4CCCC(C)C4)cc3)cc(=O)c2c1` (configuration not stated) = 10 | -5
Shown for `C[C@H](CO)N1C[C@H](C)[C@@H](CN(C)CC2CC2)Oc2c(NS(=O)(=O)c3ccc(F)cc3)cccc2C1=O` = -8 | -7
Shown for `COc1cc(CN2CCCC(C(=O)Nc3cccc(-n4cccn4)c3)C2)ccc1F` (configuration not stated) = 8 | 16
Shown for `COc1ccc(NS(=O)(=O)c2ccc(NC(=O)C(CCSC)NC(N)=O)cc2)cc1` (configuration not stated) = -3 | -3

Further entries
nr	SMILES	H9c2 TAG inh DAPI viability	H9c2 TAG inh
73	COc1ccccc1N1CCN(c2ncnc3nc[nH]c23)CC1	0	0
74	O=C(COC(=O)c1cccnc1Cl)NCc1cccs1	13	-13
75	CNc1nnc(-c2ccc(OC)cc2)s1	-13	8
76	COc1ccc(C(=O)COC(=O)CCNS(=O)(=O)c2ccccc2)c(OC)c1	-8	5
77	Cc1ccc(N2C(=O)c3ccc(N)cc3C2=O)cc1	-8	-1
78	CCOc1cccc(C(=O)Nc2ccc(N3CCCC3)cc2)c1	11	1
79	CCCCn1c(SCC(=O)NCCOC)nc2ccc(N3CCOCC3)cc2c1=O	-28	26
80	CC(Sc1ccc(Cl)cc1)C(=O)Nc1ccccc1-c1ccccc1 (configuration not stated)	3	-4
81	Cc1cc(C)n(CC(O)COc2cccc(OCC(O)Cn3nc(C)cc3C)c2)n1 (configuration not stated)	3	2
82	COc1ccccc1CCNC(=O)c1ccc(NC(=O)CC2SC(N3CCCC3)=NC2=O)cc1 (configuration not stated)	5	-6
83	O=C(CN1C2=NCCN2c2ccccc21)C12CC3CC(CC(C3)C1)C2	11	27
84	COc1ccc(/C=C/C(=O)NCc2ccccn2)cc1	0	0
85	COc1cc(SC)ccc1C(=O)OCC(=O)N1CCN(C(C)=O)CC1	5	-11
86	COc1ccccc1N1CCN(C(=O)CSc2nc(-c3ccccc3)cc(=O)[nH]2)CC1	-2	7
87	CN(Cc1ccccc1)C(=O)c1csc(COCCO)n1	0	-10
88	O=c1c2c3c(sc2nc2n1CCCCC2)CCC3	5	-10
89	Cn1c(SCC(=O)c2ccccc2)nnc1C1CC1	2	1
90	CN1CCC(N(C)C(=O)COc2ccc(S(=O)(=O)N3CCOCC3)cc2)CC1	0	14
91	CC12COC3(C(=O)Nc4ccc5ccccc5c4)CC1CCC32C (configuration not stated)	3	-5
92	O=C(NNc1cccc(Cl)n1)Nc1cccc(C(F)(F)F)c1	4	-4
93	COc1cccc(N2C(=O)CC(N3CCN(C(=O)c4ccco4)CC3)C2=O)c1 (configuration not stated)	13	3
94	Cc1ccccc1-c1cccc([C@@H]2C[C@H]3[C@H](CON3C)CN2C(=O)C(C)(C)C)c1	-6	-7
95	COc1ccccc1NC(=O)Nc1ccc2c(c1)nnn2C	11	1
96	C=CCN(CC=C)CCOc1cccc(Oc2ccccc2)c1	14	-3

Bioassay records: PubChem BioAssay, Sanford-Burnham Center for Chemical Genomics
